Source: PubChem
Giardia killer: kills Giardia lamblia. activity change, % at 7.66 µM, hits read low. AID 540267. Giardia lamblia trophozoite viability. hit rate 0.15% among 340,000; in the data active = activity change below about -80%; inconclusive = between about -30% and that limit;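 note: parasites exposed to compound for two days anaerobically before the ATP read; % is set by controls: 0 for no effect and ±100 for the full control effect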
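Giardia lamblia trophozoites (100 cells/well) were incubated with compounds for 48 h at 37 deg C under anaerobic conditions. Viability was read as ATP content by one-step luminescence after 15-30 min at room temperature.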
Tb PFK inh: T. brucei PFK enzyme inhibition | O15648 | hit rate 0.17% among 330,000 | T. brucei PFK, ADP-Glo luminescence | Potency, µM (series often up to 57.5 µM), for inactives: at the top dose activity, negative = inhibition, actives largely listed as inhibitors;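 note: potency is the fitted concentration of half-maximal effect; 0% = uninhibited 1x PFK enzyme wells and -100% = no-enzyme wells; nearly all actives have a fitted effect of over 60% in size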
Target sequence (O15648 whole entry, looked up): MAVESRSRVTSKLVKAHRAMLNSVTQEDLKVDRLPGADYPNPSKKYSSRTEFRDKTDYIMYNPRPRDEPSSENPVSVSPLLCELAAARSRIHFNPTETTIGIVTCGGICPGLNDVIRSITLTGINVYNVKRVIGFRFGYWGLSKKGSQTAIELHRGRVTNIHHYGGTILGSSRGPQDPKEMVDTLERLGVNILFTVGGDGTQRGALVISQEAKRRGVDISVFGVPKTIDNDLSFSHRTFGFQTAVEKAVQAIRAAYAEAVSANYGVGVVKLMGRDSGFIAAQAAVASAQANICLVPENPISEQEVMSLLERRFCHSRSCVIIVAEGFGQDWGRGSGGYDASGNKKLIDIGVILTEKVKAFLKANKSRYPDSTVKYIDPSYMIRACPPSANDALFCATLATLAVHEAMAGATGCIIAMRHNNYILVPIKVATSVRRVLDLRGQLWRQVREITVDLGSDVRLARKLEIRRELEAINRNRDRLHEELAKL
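In TEA buffer at pH 8.0 with 5 mM MgCl2, enzyme (1.25 nM) converted F6P (0.5 mM) and ATP (0.1 mM) for 45 min at room temperature. ADP product was read by luciferase luminescence.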
ELG1 genotox: inducers of genotoxicity in HEK293T ELG1-luciferase cells. HEK293T ELG1-luciferase reporter, luminescence, 16 h. Potency, µM (titrated, usually from 46 µM), without a hit: at the top dose activity change, positive = activation, most hits filed as activators. hit rate 1.3% among 330,000. AID 504466; note: potency is the fitted concentration of half-maximal effect; % of control where 0% means no effect; nearly all actives have a fitted effect of over 60% in size
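DMSO vehicle served as control against compound-treated ELG1-luciferase HEK293T cells; exposure lasted 16 hr at 37 °C and 5% CO2, followed by ONE-Glo luminescence detection after 30 min.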
uPA surface inh: inhibitors of cell surface uPA generation | Potency, µM (highest dose often 38.3 µM), inactives show top-dose activity change, negative = inhibition, actives largely listed as inhibitors | cell surface uPA generation assay, qHTS | hit rate 0.31% among 330,000; active = well fitted inhibition curve with a large enough effect; inconclusive = small, poorly fitted or top-dose-only effect; inactive = no such curve, though single readings can be large or run the other way; tested in mouse RAW 264.7 cells; note: potency is the fitted concentration of half-maximal effect; % is set by controls: 0 for no effect and ±100 for the full control effect; nearly all actives have a fitted effect of over 55% in size
Gal4-VP16 FLuc: inhibits Gal4-VP16 luciferase reporter, ROR gamma counter-screen; Drosophila S2 Gal4-VP16 UAS-luciferase, luminescence, 20 h; Potency, µM (titrated, usually from 53.6 µM), for the others: top-dose activity, negative = inhibition, most hits filed as inhibitors; hit rate 3.5% among 310,000;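 note: Gal4-VP16 expression switched on by copper sulfate through the metallothionein promoter; potency is the fitted concentration of half-maximal effect; % is set by controls: 0 for no effect and ±100 for the full control effect; nearly all actives have a fitted effect of over 50% in size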
KCNH2 3.1 inh: blocks the human KCNH2 3.1 channel isoform; U2OS KCNH2 3.1, thallium flux FluxOr; stronger effect = lower value; activity change, % (tested at about 1.8 µM); hit rate 0.95% among 340,000; AID 720553;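 active = maximum activity change below -70%; inconclusive = maximum activity change from -70% to -50%; inactive = maximum activity change above -50%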;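 note: thallium influx rate constant from kinetic fluorescence after stimulation buffer; % is set by controls: 0 for no effect and ±100 for the full control effect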
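Normalized rate constant (relative to positive and negative DMSO controls) derived from a 2 min kinetic fluorescence read after stimulation; U2OS cells expressing the 3.1 isoform via virus at 1.77 x 10^8 /mL.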
Rab9 promoter act: activators of Rab9 promoter; hit rate 2.8% among 320,000; Huh7 Rab9 promoter-luciferase reporter, luminescence, 24 h; Potency, µM (highest dose often 9.22 µM), without a hit: at the highest dose activation, negative = inhibition, hits mostly activators; note: potency is the fitted concentration of half-maximal effect; % of control where 0% means no effect; nearly all actives have a fitted effect of over 60% in size
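Promoter activation is measured as luciferase luminescence in Huh7 cells stably transfected with a Rab9 promoter–luciferase construct, following 24 h compound exposure at 37 °C and 10 min reagent incubation at ambient temperature.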
FLuc counter: counter-screen for miR-21 project: firefly luciferase inhibitors or activators; purified FLuc, Km substrates, luminescence inhibition; Potency, µM (top dose mostly 57.5 µM), without a hit: top-dose activity change, negative = inhibition, usual class: inhibitors; hit rate 6.9% among 360,000; AID 588342;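 note: potency is the fitted concentration of half-maximal effect; plate controls were vehicle for no effect and reference inhibitor for full effect; nearly all actives have a fitted effect of over 55% in size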
Target sequence (P08659 whole entry, looked up): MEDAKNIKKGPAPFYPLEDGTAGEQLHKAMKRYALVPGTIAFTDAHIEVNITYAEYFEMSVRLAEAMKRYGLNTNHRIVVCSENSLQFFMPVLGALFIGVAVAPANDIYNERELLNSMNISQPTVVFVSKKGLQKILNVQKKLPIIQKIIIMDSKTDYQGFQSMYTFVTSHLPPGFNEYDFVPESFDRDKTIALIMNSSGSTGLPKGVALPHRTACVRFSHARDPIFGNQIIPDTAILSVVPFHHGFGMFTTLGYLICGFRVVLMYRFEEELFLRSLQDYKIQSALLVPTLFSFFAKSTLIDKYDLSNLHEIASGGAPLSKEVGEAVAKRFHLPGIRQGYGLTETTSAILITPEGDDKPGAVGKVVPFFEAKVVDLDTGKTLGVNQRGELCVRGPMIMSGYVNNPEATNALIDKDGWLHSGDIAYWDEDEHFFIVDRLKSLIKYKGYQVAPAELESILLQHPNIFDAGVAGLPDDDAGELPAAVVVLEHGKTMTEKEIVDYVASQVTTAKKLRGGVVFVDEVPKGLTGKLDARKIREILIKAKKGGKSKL
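Biochemical qHTS of compounds, final roughly 60 µM downward over six points, against 10 nM purified firefly luciferase using Km concentrations of substrates (10 uM D-luciferin, 10 uM ATP) in Tris acetate pH 7.5 buffer; luminescence output.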
RORgamma inh: inhibitors of mouse ROR gamma transcriptional activity | P51450 | Drosophila S2 Gal4-RORgamma UAS-luciferase reporter, 20 h | Potency, µM (series often up to 53.6 µM), for the others: at the highest dose activity change, negative = inhibition, hits mostly inhibitors | hit rate 5.4% among 310,000; note: potency is the fitted concentration of half-maximal effect; % is set by controls: 0 for no effect and ±100 for the full control effect; nearly all actives have a fitted effect of over 60% in size
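In this cell-based reporter format, copper sulfate (700 uM final) drives Gal4–ROR gamma fusion expression from a metallothionein promoter in Drosophila Schneider cells; compounds preincubated 1 hr, reporter read after 20 hr at ambient temperature.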
Coupling enz: inhibits coupling enzyme system, counter-screen for aldolase hits. hit rate 0.67% among 290,000. activity change, negative = inhibition, % at 58.2 µM, hits read low. coupling enzyme system counterscreen, AmpLite Red fluorescence; in the data active = activity change below about -30%; note: % is set by controls: 0 for no effect and ±100 for the full control effect
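Activity here indicates interference with the coupling reaction, not aldolase inhibition. Compounds at 57.5 uM final met coupling enzymes for 10 min at RT; substrate and AmpLite Red detection followed, with a 525/598 nm fluorescence read after 20 min.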
NPC1 promoter act: activators of NPC1 promoter | Huh7 NPC1 promoter luciferase reporter, 24 h | Potency, µM (series often up to 9.22 µM), inactives show top-dose activation, hits mostly activators | hit rate 2.4% among 320,000;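 note: potency is the fitted concentration of half-maximal effect; % of control where 0% means no effect; nearly all actives have a fitted effect of over 60% in size; reporter is driven by a mutant NPC1 promoter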
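Luciferase expression driven by the NPC1 promoter was measured in stably transfected Huh7 cells after a 24 h compound incubation, using a luciferase reagent and a luminescence read.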
The depositor's hits bear a star; [ ] = another dose, or the depositor's remark. Unless noted, calls come from the whole dose curve; as a rule, active = well fitted curve in the direction sought with a large enough effect; inconclusive = small, poorly fitted or top-dose-only effect, or another doubt; inactive = no such curve, though single readings can be large; an effect the other way counts as inactive or inconclusive.

`CCOc1ccc(NC(=O)CN(C)C(=O)c2n[nH]c(=O)c3ccccc23)cc1OCC` gave Giardia killer -14, Tb PFK inh -2%, ELG1 genotox 1%, uPA surface inh -3%, KCNH2 3.1 inh -6, Rab9 promoter act -5%, FLuc counter 2% and NPC1 promoter act 1%.
Screening CC[C@]12c3[nH]c4cc(CCC(=O)N(C)C)ccc4c3CCN1C(=O)[C@@H](CC(=O)NCc1cccc(C(F)(F)F)c1)C[C@@H]2C(=O)N1CCN(C(=O)C2CC2)CC1 returned Giardia killer -5, Tb PFK inh -6%, ELG1 genotox 5%, uPA surface inh 9% and KCNH2 3.1 inh 4.
`O=C(OCC(=O)c1c[nH]c2ccccc12)c1ccc(Br)o1` gave Giardia killer -11, Tb PFK inh 1%, ELG1 genotox 6%, Gal4-VP16 FLuc -1%, KCNH2 3.1 inh -10, Rab9 promoter act 11%, FLuc counter 17µM*, RORgamma inh 29%, Coupling enz -2 and NPC1 promoter act 4%.
`O=C(NCCN1C(=O)S/C(=C/c2cccnc2)C1=O)C1=NN(c2ccccc2)C(=O)CC1` gave Giardia killer -21, Tb PFK inh 11%, ELG1 genotox 0%, uPA surface inh -4%, KCNH2 3.1 inh 10, Rab9 promoter act 0%, FLuc counter -2% and NPC1 promoter act -4%.
For COc1cccc(CNC(=O)CCNS(=O)(=O)c2cccc3nonc23)c1 the results were Giardia killer -2, Tb PFK inh 1%, ELG1 genotox -3%, uPA surface inh 0%, Gal4-VP16 FLuc 13%, KCNH2 3.1 inh 2, Rab9 promoter act 4%, FLuc counter 0%, RORgamma inh -21%, Coupling enz 1 and NPC1 promoter act -1%.
CC1CCCC(NC2CCCCNC2=O)C1 (centres undefined) was read as Giardia killer 1, Tb PFK inh 1%, ELG1 genotox 4%, Gal4-VP16 FLuc 2%, KCNH2 3.1 inh 5, Rab9 promoter act -3%, FLuc counter 10%, RORgamma inh 0%, Coupling enz -1 and NPC1 promoter act 0%.
For CN(c1ccccc1C(N)=O)S(=O)(=O)c1ccccc1 the results were Giardia killer 21, Tb PFK inh -2%, ELG1 genotox -3%, uPA surface inh -8%, Gal4-VP16 FLuc 5%, KCNH2 3.1 inh 0, Rab9 promoter act -2%, FLuc counter -2%, RORgamma inh -22%, Coupling enz 0 and NPC1 promoter act -1%.
Screening CC(C)(C)OC(=O)NCCc1nnc(SCc2cccc(Cl)c2)o1 returned Giardia killer -2, Tb PFK inh -4%, ELG1 genotox -9%, uPA surface inh 2%, Gal4-VP16 FLuc 10%, KCNH2 3.1 inh 8, Rab9 promoter act 1%, FLuc counter 0%, RORgamma inh 24%, Coupling enz 0 and NPC1 promoter act -4%.
Screening O=C(O)CCN1CCc2ccccc2C1c1cccs1 (centres undefined) returned Giardia killer 0, Tb PFK inh 2%, ELG1 genotox 0%, uPA surface inh 5%, Gal4-VP16 FLuc 5%, KCNH2 3.1 inh 11, Rab9 promoter act -1%, FLuc counter -13%, RORgamma inh 1%, Coupling enz 5 and NPC1 promoter act -2%.
`COC(=O)CC(NC(=O)c1ccc(C)cc1)c1ccccc1` (centres undefined) gave Giardia killer -13, Tb PFK inh 0%, ELG1 genotox 8%, uPA surface inh -6%, Gal4-VP16 FLuc -30%, KCNH2 3.1 inh 9, Rab9 promoter act 5%, FLuc counter 3.8µM*, RORgamma inh 8.9µM*, Coupling enz 4 and NPC1 promoter act 2%.
For Cc1ccc(Cl)c(OC(=O)Cn2cnc3c2c(=O)n(C)c(=O)n3C)c1 the results were Giardia killer 17, Tb PFK inh -4%, ELG1 genotox 0%, uPA surface inh 5%, Gal4-VP16 FLuc 1%, KCNH2 3.1 inh -10, Rab9 promoter act 4%, FLuc counter 1%, RORgamma inh 3%, Coupling enz 0 and NPC1 promoter act -3%.
Screening Fc1c(F)c(F)c(CSc2nc3ccccc3[nH]2)c(F)c1F returned Giardia killer 4, Tb PFK inh 0%, ELG1 genotox inconclusive, uPA surface inh 2%, Gal4-VP16 FLuc 21%, KCNH2 3.1 inh -12, Rab9 promoter act 5%, FLuc counter inconclusive, RORgamma inh 19%, Coupling enz 1 and NPC1 promoter act 2%.
Screening CCCCCCCCCCCCCCCC(=O)NCCc1c[nH]c2ccccc12 returned Giardia killer -7, Tb PFK inh -3%, ELG1 genotox -4%, uPA surface inh 15%, Gal4-VP16 FLuc -13%, KCNH2 3.1 inh 3, Rab9 promoter act 13%, FLuc counter -2%, RORgamma inh 25%, Coupling enz 2 and NPC1 promoter act 0%.
Screening Cc1ccccc1NC(=O)NCC1CCN(c2ccc(S(=O)(=O)N3CCOCC3)cc2)CC1 returned Giardia killer 0, Tb PFK inh -3%, ELG1 genotox -32%[inhibitor], uPA surface inh -2%, Gal4-VP16 FLuc 3%, KCNH2 3.1 inh 4, Rab9 promoter act 3%, FLuc counter -2%, RORgamma inh 13%, Coupling enz -1 and NPC1 promoter act -7%.
For O=C(NCC(=O)N1CCN(Cc2ccccc2)CC1)c1ccc(Cl)cc1 the results were Giardia killer -18, Tb PFK inh 2%, ELG1 genotox -10%, uPA surface inh 11%, Gal4-VP16 FLuc 14%, KCNH2 3.1 inh -1, Rab9 promoter act -1%, FLuc counter 1%, RORgamma inh 32%, Coupling enz 5 and NPC1 promoter act 1%.
COc1ccc(C(=O)C2CCN(C(=S)NCCc3ccc(OC)c(OC)c3)CC2)cc1 was read as Giardia killer -26, Tb PFK inh 0%, ELG1 genotox -4%, uPA surface inh -3%, Gal4-VP16 FLuc -16%, KCNH2 3.1 inh -1, Rab9 promoter act -20%, FLuc counter 19µM*, RORgamma inh 4%, Coupling enz -1 and NPC1 promoter act -9%.
For CCCn1c(=O)[nH]c(=O)c2c1nc(-c1ccc3c(c1)OCCO3)n2CCN1CCOCC1 the results were Giardia killer 14, Tb PFK inh 0%, ELG1 genotox 9%, uPA surface inh 0%, Gal4-VP16 FLuc -6%, KCNH2 3.1 inh 2, Rab9 promoter act 2%, FLuc counter 0%, RORgamma inh -4%, Coupling enz 1 and NPC1 promoter act 0%.
`CN1CCN(Cc2cc(=O)oc3ccc(Cl)cc23)CC1` gave Giardia killer -7, Tb PFK inh 0%, ELG1 genotox -3%, uPA surface inh 4%, Gal4-VP16 FLuc -1%, KCNH2 3.1 inh 6, Rab9 promoter act 4%, FLuc counter 8%, RORgamma inh -25%, Coupling enz 2 and NPC1 promoter act -1%.
For COc1cc(/C=N/NC(=O)c2cccc3ccccc23)cc(OC)c1O the results were Giardia killer -5, Tb PFK inh -1%, ELG1 genotox 6%, uPA surface inh -2%, Gal4-VP16 FLuc 7%, KCNH2 3.1 inh 12, Rab9 promoter act -2%, FLuc counter inconclusive, RORgamma inh 0%, Coupling enz 1 and NPC1 promoter act -6%.
Cc1noc(C)c1C(=O)Nc1ccc(N(C)C)cc1 was read as Giardia killer 23, Tb PFK inh 1%, ELG1 genotox 16%, uPA surface inh 5%, Gal4-VP16 FLuc -9%, KCNH2 3.1 inh 1, Rab9 promoter act 4%, FLuc counter 1%, RORgamma inh 4% and NPC1 promoter act 6%.
Screening Cc1ccccc1CN(c1ccc(C(=O)NCc2ccccn2)cc1)S(C)(=O)=O returned Giardia killer 10, Tb PFK inh 2%, ELG1 genotox -6%, uPA surface inh 6%, Gal4-VP16 FLuc 2%, KCNH2 3.1 inh -24, Rab9 promoter act -3%, FLuc counter 3%, RORgamma inh 4%, Coupling enz 7 and NPC1 promoter act -1%.
Screening CC(OC(=O)CSc1ccc([N+](=O)[O-])cc1)C(=O)NCc1ccco1 (centres undefined) returned Giardia killer 21, Tb PFK inh 11%, ELG1 genotox 1%, uPA surface inh 3%, KCNH2 3.1 inh 6, Rab9 promoter act -3%, FLuc counter 3% and NPC1 promoter act -1%.
For Cc1ccc(C)c(NC(=O)CCN2CCCC(C)C2)c1 (centres undefined) the results were Giardia killer 5, Tb PFK inh -10%, ELG1 genotox 3%, uPA surface inh 6%, Gal4-VP16 FLuc -2%, KCNH2 3.1 inh 21, Rab9 promoter act -3%, FLuc counter 0%, RORgamma inh 11%, Coupling enz 1 and NPC1 promoter act 0%.
`CC1(C)Cc2c(sc3nc4n(c(=O)c23)CCC4)CO1` gave Giardia killer -7, Tb PFK inh -7%, ELG1 genotox -1%, uPA surface inh 2%, Gal4-VP16 FLuc -3%, KCNH2 3.1 inh -5, Rab9 promoter act 18%, FLuc counter 0%, RORgamma inh -7%, Coupling enz 2 and NPC1 promoter act -1%.
For CC(Oc1ccc(Cl)cc1)C(=O)Nc1ccc(S(=O)(=O)N2CCOCC2)cc1 (centres undefined) the results were Giardia killer -5, Tb PFK inh 5%, ELG1 genotox 1%, uPA surface inh -4%, Gal4-VP16 FLuc 1%, KCNH2 3.1 inh 3, Rab9 promoter act -4%, FLuc counter 4%, RORgamma inh 24%, Coupling enz 1 and NPC1 promoter act -4%.
